# Screens as filed in PubChem.
# All columns: NCI-60 one-dose screen, growth in % after 48 h at 10 µM unless noted; 100 = growth as untreated, 0 = no growth, -100 = all killed.
# SR – SR leukemia cells | 73,000 compounds, 8.7% hits | AID 1794780
# RPMI-8226 – RPMI-8226 leukemia cells; 77,000 compounds, 7.5% hits
# CCRF-CEM – CCRF-CEM leukemia; AID 1794778; 77,000 compounds, 7% hits
# MDA-MB-435 – MDA-MB-435 melanoma; 82,000 compounds, 7.8% hits
# MOLT-4 – MOLT-4 leukemia cells. 80,000 compounds, 6.9% hits. AID 1794779
# MDA-MB-468 – MDA-MB-468 breast cancer; 78,000 compounds, 8.5% hits
# K-562 – K-562 leukemia | AID 1794777 | 78,000 compounds, 7.4% hits
# HOP-62 – HOP-62 NSCLC; 80,000 compounds, 3.9% hits
# * marks the source's active call; other numbers are inactive results; . = no result given; & = joins results of further samples. The calls were made as follows: active = growth percent below 10; inactive = the rest. Compounds were not picked by outcome. Share with any hit: about 15%.
compound,SR,RPMI-8226,CCRF-CEM,MDA-MB-435,MOLT-4,MDA-MB-468,K-562,HOP-62
COc1ccc(-c2cc(-c3ccc(Cl)cc3)nc(SCCCC(=O)NO)n2)cc1OC,20,-6.2*,.,20,9.4*,-56*,3.0*,2.1*
CN(C)c1ccc(-c2ccncc2)cc1,.,93,101,101,98,94,102,95
COc1cc2c(cc1OC)C1c3ccc(OC)c(OC)c3OCC1(O)C2 (centres undefined),.,74,100,101,116,.,108,121
CCS(=O)(=O)Nc1ccc(C(=O)CC2(O)C(=O)Nc3ccc(F)cc32)cc1 (centres undefined),98,98,104,106,98,92,94,91
CC(=O)Nc1ccc2c(c1)-c1ccc(F)cc1C2=O,104,96,94,99,95,103,104,98
C=C(CC(=O)OC)C(=O)O,98,94,96,98,100,.,100,106
C[N+](C)(C)CCOC(N)=O,110,114&100,100,116&118,105,107&98,100,133&95
S=C(S)Nc1cccc(Cl)c1,89,55,67,107,73,100,79,94
O=C1CCC23OC(O)C(O)C2C(O)c2ccccc2N13 (centres undefined),96,100,106,115,91,118,92,108
NC(CCl)=NCCCC[C@H](N)C(=O)O,87,97,84,92,87,89,100,119

# For convenience, some entries already given.
compound,SR,RPMI-8226,CCRF-CEM,MDA-MB-435,MOLT-4,MDA-MB-468,K-562,HOP-62
O=C1CCC23OC(O)C(O)C2C(O)c2ccccc2N13 (centres undefined),96,100,106,115,91,118,92,108
NC(CCl)=NCCCC[C@H](N)C(=O)O,87,97,84,92,87,89,100,119

# The results go on:
compound,SR,RPMI-8226,CCRF-CEM,MDA-MB-435,MOLT-4,MDA-MB-468,K-562,HOP-62
COc1ccc(-c2nnc3ccc(NNC(C)=O)nn23)cc1,.,119,107,106,.,98,.,116
Cc1cc(Br)c(NC(=O)c2c(-c3c(Cl)cccc3Cl)noc2C)c(Br)c1,110,47,82,107,84,92,68,104
O=C(Cc1c(-c2ccccc2[N+](=O)[O-])n(-c2ncnc3c2c(-c2ccccc2)c(-c2ccccc2)n3Cc2ccccc2)[nH]c1=O)c1ccc(Cl)c(Cl)c1,14,-3.0*,13,2.3*,24,-24*,12,49
COc1ccc(Cn2c(Br)c3c(c2-c2ccccc2)CCc2sc(N)nc2-3)cc1,55,72,38,88,38,87,41,79
COc1cc(C2=NN(c3ccc(Cl)cc3)C(c3cccc(Nc4ccnc5cc(C(F)(F)F)ccc45)c3)C2)cc(OC)c1OC (centres undefined),64,64,87,96,63,98,77,84
COc1cc(NC(=O)N2CCN(C)CC2)ccc1-c1ccc(NC(=O)N2CCN(C)CC2)cc1OC,92,96,93,105,94,96,86,91
O=C(Cn1nnc2ccccc21)Nc1ccc(-c2nc3ccccc3s2)cc1,40,85,70,96,62,-24*,55,101
CCCCC(CC)CN(CC(CC)CCCC)N=O (centres undefined),92,104,100,94,98,110,108,101
OC(C(F)(F)F)C(F)(F)Cl (centres undefined),.,97,94,98,107,99,103,101
CCN(CC)CCCNCCCNc1cc(OC)cc2cccnc12,79,81,89,103,76,-10*,90,92
COc1cc2nc3sc4c(n3c(=O)c2cc1OC)C(=O)N(c1ccc(C(=O)OC(C)C)cc1)C4=O,62,104,.,104,90,.,94,116
COc1cc(C(=O)C[n+]2ccccc2)ccc1OC(C)=O,109,98,96,100,98,101,101,95
CC(NC(=O)/C=C/c1ccco1)C(=O)NC(Cc1ccccc1)C(N)=O (centres undefined),75,90,88,115,75,111,88,105
Cc1cc(=O)[nH]c(SCC(=O)Nc2nc(-c3ccc(Cl)cc3)cs2)n1,82,83,95,103,75,103,86,113
Fc1ccc2c(c1)Sc1ccccc1N2,90,92,97,97,96,94,94,101
O=C(Cc1ccccc1)c1ccc(O)c(F)c1,99,100,94,123,93,119,98,105
COc1ccc(-c2nc3ccc(C)cc3c3c2c(=O)n(C)c(=O)n3C)cc1OC,99,101,92,90,101,100,107,112
N#Cc1c(-c2ccc(Cl)cc2)cc(-c2cc3ccccc3o2)nc1SCC(=O)c1ccccc1,55,66,111,101,61,.,101,94
COc1ccc(-c2cs/c(=N\N=C\c3ccc(Cl)cc3)n2-c2ccccc2)cc1,119,94,101,98,91,90,96,92
C[N+](C)(C)CCCC#CC[N+]1(C)CCc2ccccc2C1 (centres undefined),97,107,106,107,102,100,101,101
COc1ccc(-c2nnc(Cn3cnnc3)o2)cc1,69,95,103,100,85,132,107,98
COC(=O)/C(CCC=C(C)C)=C1\[C@@H](OC(C)=O)C[C@@]2(C)[C@H]1C[C@@H](O)[C@H]1[C@@]3(C)CC[C@H](NCc4ccccc4)[C@@H](C)[C@@H]3CC[C@@]12C,0.2*,17,51,76,28,77,11,84
O=C1NN(c2ccccc2)C(c2ccccc2)=N/C1=C\c1cn(-c2ccccc2)nc1-c1ccccc1,.,120,.,100,102,95,104,102
CCOCc1cc(C(C)(C)C)ccc1O,89,106,101,102,99,94,101,95
Cc1cc(CC(O)(C(F)(F)F)C(F)(F)F)cc(CC(O)(C(F)(F)F)C(F)(F)F)n1,93,88,97,107,103,95,97,103
O=[N+]([O-])c1ccccc1S(=O)(=O)n1ccc2nc(Cl)nc(Cl)c21,61,90,60,92,89,76,70,98
Cc1cc(C)c2ccc(NC(=O)CCC(=O)O)nc2n1,86,113,98,96,91,94,118,93
COc1ccc2c(c1)c(-c1nn3cc(-c4cccnc4)nc3s1)cn2C,67,61,49,95,50,101,52,84
N#CC(C#N)=C(C#N)NCc1ccco1,74,93,81,108,89,91,92,107
c1cc(-c2nnc(SSc3ncnc4nc[nH]c34)o2)ccn1,.,16,22,16,18,-9.1*,17,52
CN1CCN(CC(=O)N2c3ccccc3C(=O)Nc3cccnc32)CC1,98,101,98,103,103,110,99,112
CC(C)(Cc1ccc([N+](=O)[O-])cc1)[N+](=O)[O-],95,102,95,109,94,102,94,104
COc1cc(C(=O)/C=C/c2c(-c3ccc(Cl)cc3)nc3sc(C)nn23)cc(OC)c1OC,72,66,94,93,88,69,88,61
CC(C(=O)O)c1ccc(-c2ccccc2)c(F)c1 (centres undefined),99,100,100,104,106,106,120,111
CCCCCN(CCCCC)CC(O)c1ccc(Cl)c2ccccc12 (centres undefined),.,42,76,67,45,95,36,56
CN(C)CCOc1nc2c3cc([N+](=O)[O-])ccc3nn2c2ccccc12,7.4*,42,12,82,2.3*,60,26,30
C=CCN(/C=C1/C(=O)O[C@H](COC)[C@@]2(C)C1=C(O)C(=O)C1=C2[C@H](OC(C)=O)C[C@]2(C)C(=O)CC[C@@H]12)CC=C,0.1*,35,13,21,-2.3*,-32*,41,16
O=C(CN1C(=O)CN(/N=C/c2ccc([N+](=O)[O-])o2)C1=O)c1ccccc1,75,88,93,105,100,86,88,117
CCCCN(Cc1ccc(C(=O)NO)cc1)C(=O)Nc1ccc(OCCCCCCCCCn2cc(CCCCC(=O)N[C@H](C(=O)N3C[C@H](O)C[C@H]3C(=O)NCc3ccc(-c4scnc4C)cc3)C(C)(C)C)nn2)cc1,13,.,13,35,14,0.1*,16,40
COc1cc(CO)c(OC)c2c1OCO2,86,93,96,103,103,105,99,90
CC1(C)CC[C@]2(C(=O)NCc3cn(C4OC(CO)C(O)C(O)C4O)nn3)CC[C@]3(C)C(=CC[C@@H]4[C@@]5(C)Cc6c([nH]c7ccccc67)C(C)(C)[C@@H]5CC[C@]43C)[C@H]2C1 (some centres undefined),103,93,99,88,99,101,98,99
O=C(Nc1ccccc1)C1(C(=O)Nc2ccccc2)SSC(C(=O)Nc2ccccc2)(C(=O)Nc2ccccc2)SS1,38,72,77,108,68,112,42,102
CC(C)=CC/C=C(/C)[C@H]1CC[C@]2(C)[C@@H]1CC[C@@H]1[C@@]3(C)C/C(=C/c4ccncc4)C(=O)C(C)(C)[C@@H]3CC[C@]12C,.,86,92,100,76,98,91,108
O=C(CCN1C(=O)c2ccccc2C1=O)Nc1ccc(Cl)cc1,.,8.5*,43,69,42,116,61,55
COc1ccc(-c2nnc(SCC(=O)N3CCN(c4cc5c(cc4F)c(=O)c(C(=O)O)cn5C4CC4)CC3)o2)cc1OC,91,90,83,100,77,96,75,67
O=c1[nH]c(C(F)(F)F)nc2c1nc1n2CCC1,95,107,103,105,86,103,99,107
NC(N)=Nc1ccc(Nc2cccc(Oc3ccc(Cl)c(C(F)(F)F)c3)c2)cn1,-50*,-41*,-9.9*,18,0.6*,8.2*,-49*,17
COc1ccc(-c2cc(=O)c3ccc4c(O)cccc4c3o2)cc1,111,113,108,102,99,91,105,93
O=C1OC(=O)C2C3C=CC(C4C=CC43)C12 (centres undefined),84,101,101,106,99,99,105,92
C#Cc1ccc(-n2c(/C=C/c3ccc4[nH]ccc4c3)nc3ncccc3c2=O)cc1,91,88,95,112,96,94,92,103

# Further results.
compound,SR,RPMI-8226,CCRF-CEM,MDA-MB-435,MOLT-4,MDA-MB-468,K-562,HOP-62
Cn1ccnc1C(=O)C(=O)Nc1ccc(CC(=O)Nc2ccccc2)cc1,106,107,105,101,107,109,111,107
C=C1Sc2ccccc2N1C,76,.,77,105,85,79,.,105
C[Si](F)(c1cccc2ccccc12)c1cccc2ccccc12,82,82,89,89,73,96,69,91
COC(=O)C(C)(C)C1Oc2ccc(F)cc2C(=O)/C1=C\NS(=O)(=O)c1ccc(OC)cc1 (centres undefined),103,72,96,109,91,91,86,93
Cc1c(C(=O)NCCCC(=O)NO)sc2ncnc(Nc3ccc(F)c(Cl)c3)c12,110,109,108,102,110,84,117,106
CCCCCCOc1ccc(NC2=C(SCCc3ccccc3)C(=O)c3ccccc3C2=O)cc1,43,88,104,97,49,90,58,91
O=c1c(/C=C/c2ccco2)n[nH]c(=S)n1/N=C/c1ccc([N+](=O)[O-])cc1,106,.,104,104,98,.,81,105
CCOC(=O)NCCNC(=O)c1ccc(OC)c(OC2CCCC2)c1,106,101,103,107,116,108,109,95
COc1cc(NC(c2ccc(CN3CCNCC3)cc2)c2cccc(Cl)c2)n2nc(C)nc2n1 (centres undefined),81,69,76,92,71,74,.,95
Cc1ccc(C(=O)Nc2cccc(C#Cc3cccc4[nH]nc(N)c34)c2)cc1C(F)(F)F,69,67,53,62,45,96,6.9*,59

# Compound profiles, from the list above.
# Listed for COc1ccc(-c2cc(=O)c3ccc4c(O)cccc4c3o2)cc1 = SR = 111; RPMI-8226 = 113; CCRF-CEM = 108; MDA-MB-435 = 102; MOLT-4 = 99; MDA-MB-468 = 91; K-562 = 105; HOP-62 = 93
# Listed for O=C(Nc1ccccc1)C1(C(=O)Nc2ccccc2)SSC(C(=O)Nc2ccccc2)(C(=O)Nc2ccccc2)SS1 = SR = 38; RPMI-8226 = 72; CCRF-CEM = 77; MDA-MB-435 = 108; MOLT-4 = 68; MDA-MB-468 = 112; K-562 = 42; HOP-62 = 102

# Following part
compound,SR,RPMI-8226,CCRF-CEM,MDA-MB-435,MOLT-4,MDA-MB-468,K-562,HOP-62
Cc1ccc(S(=O)(=O)Nn2c(C)c(C)cc(-c3nc4ccccc4s3)c2=O)cc1,.,95,98,101,103,112,100,91
COc1ccc(C2CC(c3cccc(Nc4nc(Cl)nc5cc(OC)c(OC)cc45)c3)=Nc3c(N)nc(N)nc3N2)cc1 (centres undefined),3.8*,38,36,83,44,92,4.5*,53
COc1ccc(/C=C(\C)C=O)cc1,102,100,110,111,100,95,102,97
COc1cc2c(cc1OC)C(c1ccccc1[N+](=O)[O-])=NCC2,91,84,.,98,92,107,81,85
Cn1cccc1-c1nc2c3c(ccc2[nH]1)C(=O)c1ccccc1C3=O,27,61,79,105,62,11,74,102
CCOC(=O)C(C(=O)OCC)C(C(=O)O)C(C(=O)OCC)C(=O)OCC,96,102,.,105,96,101,98,107
N#CC1=C(c2ccco2)Nc2c(c(-c3ccccc3)nn2-c2ccccc2)C12C(=O)Nc1ccc(Cl)cc12 (centres undefined),-2.4*,50,25,54,35,42,9.9*,-48*
Cn1cc(-c2nn3cc(-c4ccc(F)cc4)nc3s2)c2cc(Br)ccc21,88,103,98,100,89,64,98,94
Cc1ccc(C(=O)c2ccc3nc(-c4ccc(Cl)cc4)n(C)c3c2)cc1,87,99,106,101,101,94,97,91
CC(C)Oc1nc(-c2cccnc2)nc2c1sc(=S)n2-c1ccccc1,89,100,100,100,78,113,95,86

# Individual results from the results shown.
# MOLT-4 result of Fc1ccc2c(c1)Sc1ccccc1N2 is entered as 96
# CCRF-CEM result of O=C1OC(=O)C2C3C=CC(C4C=CC43)C12 (centres undefined) is entered as 101
# RPMI-8226 result of CN(C)CCOc1nc2c3cc([N+](=O)[O-])ccc3nn2c2ccccc12 is entered as 42

# (next part)
compound,SR,RPMI-8226,CCRF-CEM,MDA-MB-435,MOLT-4,MDA-MB-468,K-562,HOP-62
NC1=NC(c2ccc(F)cc2)c2c(n[nH]c2N)N1 (centres undefined),81,100,63,104,99,123,86,100
COc1ccc2c3c(ccc2c1)C(=O)/C(=C\O)CC3,95,.,72,111,88,111,83,114
COc1ccc(C(=O)/C=C/c2ccccc2Cl)cc1,75,57,96,94,94,82,98,99
COc1ccccc1/C=N\NC(=O)N/N=C/c1ccccc1OC,95&84,99&92,99&84,77&73,113&99,91&98,92,124&102
COc1ccc(C(=O)Nc2cccc(C(F)(F)F)c2)cc1,73,88,91,95,82,92,91,107
COc1ccc(/C=N\NC(=S)N/N=C/c2ccc(OC)c(OC)c2)cc1OC,90,113,119,100,87,117,.,110
Cc1cc(C)cc(Oc2cccc(-c3c(C)nnn3C3CCN(CCN(C)C)CC3)n2)c1,.,-12*,17,21,31,-20*,14,43
CCN(CC)CCCC(C)NC(=O)OCC(C)C (centres undefined),95,112,.,102,92,108,98,98
